PhoP GFP inhibition: PhoP regulon inhibitors, Salmonella typhi PhoP promoter GFP reporter, confirmatory (AID 1850); Salmonella Typhi PhoP-promoter GFP reporter, fluorescence, 4 h; higher % means a stronger effect; one-dose inhibition, % at 50 µM; IC50 in µM for titrated hits; 310,000 compounds, 0.33% hits; in the data active means a potency from the dose series; inconclusive means inhibition mostly from about 25% at the one dose, without a potency; inactive means the rest, 99 in 100 with inhibition below about 19%;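 further: 0% = induced wells with vehicle and 100% = uninduced wells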
inhibitors of VEEV: inhibitors of VEEV TC-83 cytopathic effect, confirmation, Vero cells (AID 588727) | Vero cells, VEEV TC-83 cytopathic effect inhibition; higher % means a stronger effect | inhibition, % at 20 µM; hits with a dose series show IC50 in µM | 350,000 compounds, 0.13% hits; in the data active means a potency from the dose series; inconclusive means inhibition mostly from about 14% at the one dose, without a potency; inactive means the rest, 99 in 100 with inhibition below about 12%; further: strong numbers were not always called active
M. tuberculosis HTS: M. tuberculosis growth inhibition, HTS (AID 449762); M. tuberculosis H37Rv growth inhibition, 7H9 media; higher % means a stronger effect; inhibition, % at 25 µM; hits with a dose series show IC50 in µM; 330,000 compounds, 0.59% hits; in the data active means a potency from the dose series; inconclusive means inhibition above about 70% without an active follow-up result;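 further: bacterial growth assessed after seven days of incubation; strong numbers were not always called active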
tuberculosis growth: growth inhibition of non-replicating M. tuberculosis (AID 488890); Mycobacterium tuberculosis non-replicating, growth inhibition; higher % means a stronger effect; inhibition, % at 25 µM; hits with a dose series show IC50 in µM; 320,000 compounds, 0.39% hits; in the data active means a potency from the dose series; inconclusive means inhibition mostly from about 82% at the one dose, without a potency; inactive means the rest, 99 in 100 with inhibition below about 76%;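 further: plate controls were DMSO cells for no effect and high antibiotic wells for full effect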
influenza NS1A: H1N1 influenza NS1A inhibitors, functional cell based assay (AID 504329) | NS1A functional cell-based assay, percent inhibition; higher % means a stronger effect | one-dose inhibition, % at 12.5 µM; IC50 in µM for titrated hits | 340,000 compounds, 0.3% hits; in the data active means a potency from the dose series; inconclusive means inhibition above about 27% without an active follow-up result; further: strong numbers were not always called active
inhibitors of VEEV 10K pilot screen: further read-out of inhibitors of VEEV, marked with its call; inhibition, %; measured here: 10K pilot screen inhibition
* hit, by the source's call; i = inactive; ? = inconclusive; nt = not tested or not shown.

SMILES | PhoP GFP inhibition | inhibitors of VEEV | M. tuberculosis HTS | tuberculosis growth | influenza NS1A | others
CCc1ccc(C(CNC(=O)c2ccc3c(=O)n(-c4ccccc4F)c(=S)[nH]c3c2)N(C)C)cc1 (centres undefined) | -9% | 4.7% | 56% | 69% | 19%
O=C(Nc1ccc(F)cc1)NC1CCN(Cc2nnnn2Cc2ccco2)CC1 | 8% | 2.8% | -2% | 20% | 5%
O=C(N/N=C/C(Br)=C\c1ccccc1)c1ccc2nc[nH]c2c1 | -6% | 13% | 31% | ? | 6%
CCCCNC(=O)c1onc(CSc2ccc(Cl)cc2)c1C(=O)O | 2% | 0.3% | 1% | 38% | -19%
O=C(CSCc1cccc(F)c1)N1CCN(c2ccccc2)CC1 | 2% | 0.7% | 1% | 11% | 1%
O=C(Nc1ccc(F)cc1)c1ccccc1CC[N+](=O)[O-] | -9% | 1.1% | 6% | 5% | 6%
COc1ccccc1CN1CCN(Cc2ccco2)CC1 | -18% | i | 3% | 5% | -2%
CCc1ccc(OCC(=O)NNC(=O)c2ccc(-n3cncn3)c([N+](=O)[O-])c2)cc1 | nt | 1.6% | nt | nt | -6%
O=C(CN1C(=O)NC(c2ccccc2)(c2ccccc2)C1=O)NCc1ccccc1 | nt | 0.6% | -4% | 16% | 0%
O=C(CN1C(=O)NC2(CCCC2)C1=O)Nc1nc2ccccc2[nH]1 | -3% | 1.9% | -8% | -14% | 4%
CC1CN(S(=O)(=O)c2cccc(C(=O)OCCOc3ccccc3)c2)CC(C)O1 (centres undefined) | nt | 7.3% | 2% | 3% | -15%
CCOC(=O)CN(C(=O)CNC(=O)c1cccs1)C(C(=O)NC1CCCCC1)c1cccs1 (centres undefined) | 2% | 6.4% | -7% | 14% | 8%
COc1ccc(NC(=O)CC(C)n2ccnc2)cc1 (centres undefined) | 4% | i | 7% | -2% | 1%
CC(C)c1ccc(/C=C2\SC(N3CCOCC3)=NC2=O)cc1 | 8% | 3.2% | -2% | 31% | 0%
COCCN1C(=O)N[C@@H](c2cccc(C(F)(F)F)c2)[C@@H](C(=O)OC)[C@H]1C | 3% | i | -4% | -1% | 2%
O=C(CC1C(=O)NCCN1Cc1ccc(F)cc1)NCCN1CCCc2ccccc21 (centres undefined) | -3% | i | 1% | 16% | 8%
CC(C)c1ccc(-c2cc(C(=O)N3CCOCC3)c3cc(Br)ccc3n2)cc1 | -5% | 6.5% | 21% | 18% | -6%
COc1ccc(-c2csc(NC(=O)CSCC(=O)Nc3cc(C)on3)n2)c(OC)c1 | 7% | 1.5% | 1% | -2% | -7%
CC(C)/C=C/CN1CCCC(N2CCN(c3cccc(Cl)c3)CC2)C1 (centres undefined) | 7% | i | 6% | 34% | 2%
CCCCOc1ccc(-c2nnc(-c3cc[n+](C)cc3)o2)cc1 | 17% | 0.3% | -1% | 9% | 6%
Cc1nn(C2CCCCC2)c(N)c1-c1ccccc1 | 5% | 5.3% | -3% | 7% | 5%
COc1ccccc1NS(=O)(=O)c1cccs1 | 5% | 1.2% | 5% | -6% | 0%
O=[N+]([O-])c1ccc(COc2cccc(CN3CCCCC3)c2)cc1 | nt | i | nt | nt | -15%
Cc1oc(S(=O)(=O)N(C)C)cc1C(=O)Nc1ccc(Cl)cc1 | 3% | 1.8% | 8% | -17% | -5%
COc1ccc(C(=O)N2CCN(c3ccc(C(C)=O)cc3)CC2)cc1S(=O)(=O)N1CCCC1 | nt | 3.0% | 7% | 9% | -17%
O=C(CCNC(=O)N1C[C@H]2C[C@@H](C1)c1cccc(=O)n1C2)Nc1ccc(F)cc1 | 13% | 0.8% | -3% | 4% | 3%
C(#Cc1ccc(C#CCN2CCCC2)cc1)CN1CCCC1 | nt | 0.9% | nt | nt | 2%
CC(NC(=O)c1cccc(S(=O)(=O)N(C)C)c1)C1CC2CCC1C2 (centres undefined) | 3% | i | -7% | -2% | 2%
COCCn1nnnc1C(c1ccc2ncccc2c1)N1CCc2ccccc21 (centres undefined) | 22% | 0.1% | 10% | 18% | -1%
Cc1noc(NS(=O)(=O)c2ccc(NC(=O)c3cc(S(=O)(=O)Nc4ccc(F)cc4)ccc3Cl)cc2)c1C | nt | 1.5% | nt | nt | 8%
Cc1cccc(C)c1NC(=O)NC1(C(=O)NCCN2CCOCC2)CCCCC1 | 9% | 1.0% | -14% | -5% | 8%
COc1cc(O)c(C(CC(=O)N2CCOCC2)c2cc(OC)c(OC)c(OC)c2)c(OC)c1 (centres undefined) | nt | 0.4% | nt | nt | -6%
COc1ccc(-n2ccc(=O)c(C(=O)Nc3ccc(S(=O)(=O)Nc4nccs4)cc3)n2)cc1 | -5% | i | 8% | 10% | 1%
CCC(=O)O/N=C(\N)c1ccc(Oc2cc(C)c(Cl)c(C)c2)c([N+](=O)[O-])c1 | -3% | 4.4% | 10% | 7% | 4%
CCc1ccc(N2CC(C(=O)OCC(=O)Nc3ccccc3C)CC2=O)cc1 (centres undefined) | nt | i | 3% | 31% | -3%
O=C(NCc1ccccc1)c1ccc(CN2CCC(Cc3ccccc3)CC2)cc1 | 3% | i | 14% | nt | -16%
O=C(Cn1ncc2c3ccccc3n(Cc3ccccc3)c2c1=O)NCCCN1CCCC1 | -29% | i | 8% | 60% | 10%
CCCCC(NC(=O)c1ccc(C#N)cc1)C(=O)NCCC (centres undefined) | nt | 0.1% | -13% | -2% | 2% | inhibitors of VEEV 10K pilot screen=0.1
O=C(Nc1nc2ccccc2c(=O)s1)c1ccco1 | 3% | 1.6% | 0% | 76% | 10%
CCCCNC(=O)[C@@H]1CSC2c3ccc(OC)c(OC)c3C(=O)N21 (some centres undefined) | 7% | i | 1% | 2% | 6%
CCN(CC)S(=O)(=O)c1ccc(OC)c(NC(=S)Nc2ccc(C)c(C)c2)c1 | -3% | 4.2% | -2% | ? | -2%
N#C/C(=C\Nc1ccc(Cl)cn1)S(=O)(=O)c1ccccn1 | -1% | 0.1% | -3% | 0% | -17%
O=C1NC[C@H](Cc2ccccc2)N(CC2CCCCC2)C1=O | -37% | i | 4% | -16% | -5%
O=C(CCN1CCOCC1)NCC(=O)Nc1ccc(Br)cc1C(=O)c1ccccc1 | 0% | i | 0% | -1% | 2%
Cc1ccc(S(=O)(=O)/N=C2/NC(=O)/C(=C\c3ccco3)S2)cc1 | -7% | 1.4% | -5% | 34% | -7% | inhibitors of VEEV 10K pilot screen=0.9
CCCC(=O)Nc1ccccc1NC(=O)C1CCCCC1 | -18% | i | 6% | 14% | 1%
CC(=O)Nc1cccc(NC(=O)c2cccc(OCc3ccccc3)c2)c1 | 9% | 4.4% | 9% | 27% | -18%
Cc1ccc2c(c1)c1nnc(SCC(=O)N3CCCc4ccccc43)nc1n2CC(=O)O | -5% | 4.6% | 2% | 6% | -8%
CCOC(=O)CCc1c(C)c(C#N)c2nc3ccccc3n2c1-n1ccnc1 | 4% | i | 4% | -13% | -14%
O=C1N2CN(C(c3ccccc3)c3ccccc3)CN=C2SC1(CO)CO | 2% | 6.4% | -6% | -1% | -5%
COc1cccc(NC(=O)CCNC(=O)C2CCN(S(=O)(=O)c3ccc(F)cc3)CC2)c1 | 1% | 2.4% | -1% | 0% | 12%
Cc1cccc(NC(=S)NC(=O)c2cc(-c3ccccc3)nc3ccccc23)c1 | 3% | 4.1% | 6% | 65% | 0%
Cc1c(NC(=S)N/C(=N/S(=O)(=O)c2ccc(Cl)cc2)c2ccccc2)c(=O)n(-c2ccccc2)n1C | -14% | 1.0% | 1% | 33% | 3%
CCN(C(=O)COC(=O)CCc1ccccc1OC)c1c(N)n(Cc2ccccc2)c(=O)[nH]c1=O | 10% | 1.7% | 0% | 8% | -3%
COc1ccc(OC)c(NC(=O)CC2SC(=Nc3ccc(F)cc3)N(CCC3=CCCCC3)C2=O)c1 (centres undefined) | 0% | 2.1% | 15% | 41% | -6%
CCNC(=O)c1ccc(=O)n(Cc2ccc(Cl)cc2Cl)c1 | -4% | 1.5% | -9% | -9% | 3%
CCSc1nc2sc3c(c2c(=O)[nH]1)CC(C)(C)OC3 | -5% | 1.9% | 5% | 0% | -15%
CCOC(=O)NC(NCCc1ccccc1)(C(F)(F)F)C(F)(F)F | 0% | i | 10% | 1% | -5%
CN1CCSc2ccc(C(=O)NCc3ccccc3F)cc21 | -10% | 8.1% | -6% | 4% | -6%
CCN(CC(=O)Nc1ccccc1C(F)(F)F)C(=O)Cc1sc(C)nc1-c1ccc(F)cc1 | 0% | 8.0% | -1% | 10% | 11%

The listing continues.
SMILES | PhoP GFP inhibition | inhibitors of VEEV | M. tuberculosis HTS | tuberculosis growth | influenza NS1A | others
O=C(Cn1cnc2c(NCc3ccccc3)ncnc21)NCc1ccc2[nH]ccc2c1 | nt | 2.1% | nt | nt | 0%
COC(=O)C1=C(c2ccc(-c3ccccc3)c(F)c2)C[C@@H]2CC[C@H]1N2C(=O)NCCOc1ccc(OC)cc1 | nt | 4.2% | 6% | 19% | -4%
Nc1c(C(=O)NCc2ccc3c(c2)OCO3)nnn1Cc1cccc(F)c1 | -7% | 0.6% | -8% | -2% | 0%
COc1ccc(CC(=O)NN2C(=O)c3ccccc3C2=O)cc1 | 0% | 1.5% | 3% | -11% | -7%
O=C(Cc1csc(-c2ccccc2)n1)NCc1ccccc1F | 7% | nt | 10% | 66% | nt
COc1ccc(NC(=O)c2cc(-c3cccs3)on2)c(OC)c1 | 3% | 4.4% | -5% | -6% | 5%
O=C(CCNS(=O)(=O)c1cccc2nonc12)NCc1cccs1 | -3% | 0.6% | -1% | 8% | -5% | inhibitors of VEEV 10K pilot screen=1.1
O=S(=O)(CCc1nc2ccccc2o1)c1ccc2ccccc2c1 | -14% | 4.1% | 3% | 8% | 11%
COC(=O)c1ccc(C(=O)NN)cc1 | 2% | 0.9% | 2% | 2% | nt
COC(=O)c1c(-c2ccc(C)cc2)csc1NC(=O)c1c(-c2ccccc2)noc1C | -8% | nt | 13% | -12% | nt
Cn1c(=O)c2c(SCC(=O)NCC3CCCO3)nc(CC(C)(C)C)nc2n(C)c1=O (centres undefined) | -5% | 5.2% | -9% | -25% | -1%
CC(NC(=O)c1cc(COc2c(F)cccc2F)on1)c1cnn(-c2ccccc2)c1 (centres undefined) | 0% | 0.3% | 1% | 35% | 5%

Sorted by heavy-atom count (rising): part of the list above.
SMILES | PhoP GFP inhibition | inhibitors of VEEV | M. tuberculosis HTS | tuberculosis growth | influenza NS1A | others
COC(=O)c1ccc(C(=O)NN)cc1 | 2% | 0.9% | 2% | 2% | nt
COc1ccc(CC(=O)NN2C(=O)c3ccccc3C2=O)cc1 | 0% | 1.5% | 3% | -11% | -7%
O=S(=O)(CCc1nc2ccccc2o1)c1ccc2ccccc2c1 | -14% | 4.1% | 3% | 8% | 11%
Nc1c(C(=O)NCc2ccc3c(c2)OCO3)nnn1Cc1cccc(F)c1 | -7% | 0.6% | -8% | -2% | 0%
Cn1c(=O)c2c(SCC(=O)NCC3CCCO3)nc(CC(C)(C)C)nc2n(C)c1=O (centres undefined) | -5% | 5.2% | -9% | -25% | -1%
COC(=O)c1c(-c2ccc(C)cc2)csc1NC(=O)c1c(-c2ccccc2)noc1C | -8% | nt | 13% | -12% | nt

Additional entries follow.
SMILES | PhoP GFP inhibition | inhibitors of VEEV | M. tuberculosis HTS | tuberculosis growth | influenza NS1A | others
COc1ccccc1NC(=O)NNC(=O)c1ccc(-c2ccccc2)cc1 | -5% | 3.0% | 3% | 10% | -13%
Cc1cc(C)n(-c2ccc3cccc(NS(C)(=O)=O)c3n2)n1 | 7% | 11% | 2% | 4.8µM* | -4%
C=CCn1c(Br)nc2c1c(=O)[nH]c(=O)n2C | -8% | 1.3% | -7% | 10% | 4%
Cc1sc(Cc2nc(O)cs2)nc1-c1ccccc1 | 7% | 1.8% | 1% | -2% | nt
CCn1c(SCC(=O)NCC2CCCO2)nc2cc(S(=O)(=O)N3CCCCC3)ccc21 (centres undefined) | 3% | 2.1% | -3% | 4% | -4%
Cc1cccc(N2CCN(C(=O)c3c(-c4ccccc4)noc3C)CC2)c1C | -1% | 3.9% | 44% | 32% | 9%
CN(CC(=O)Nc1ccc(OC(F)(F)F)cc1)C(=O)Cc1c(Cl)cccc1Cl | 1% | 2.1% | -6% | 11% | 5%
COc1cc(C(=O)OCC(=O)NCC2CCCO2)cc(OC)c1OC (centres undefined) | nt | i | 2% | -8% | -5%
CC(C)N(Cc1cnn(C)c1)Cc1nc(COc2ccccc2)no1 | 3% | 0.8% | -3% | -17% | -6%
CCc1cc2c3c([nH]c2cc1S(=O)(=O)NCCCOC)CC(C)(C)CC3=O | -20% | 0.5% | -4% | 5% | 3%

Rows are unselected; overall some 1.5% were active at least once.
